FUS yeast rescue: suppressors of FUS proteinopathy in yeast. S. cerevisiae FUS-expressing, growth rescue, OD600, 24 h. Potency, µM (titrated, usually from 76.6 µM), for the others: at the top dose growth rescue (activation), usual class: activators. hit rate 0.24% among 390,000;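 further: potency means the concentration at half of the fitted maximal effect; plate controls were DMSO vehicle for no effect and reference control for full effect; nearly all actives have a fitted effect of over 55% in size; some results filed as inactive show a strong effect at the top dose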
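Cultures pregrown in 2.5% raffinose medium are shifted to minimal medium containing 2% galactose to express toxic FUS. Compounds are tested at several concentrations. After 24hr at 30C, growth is quantified at 600 nm absorbance.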
DRD3 antagonist: antagonists of human D3 dopamine receptor | AID 652054 | hit rate 2.5% among 360,000 | P35462 | D3R cells, DiscoveRx beta-arrestin luminescence, antagonist mode; stronger effect = lower value | max response, negative = inhibition, %; in the data active means max response below about -50%; inconclusive means no clear call, values can overlap the other calls; further: on the % scale 0 is the no-effect control and ±100 the full control effect; mostly tested at two doses, the higher about 12 µM
Target sequence (P35462 whole entry, looked up): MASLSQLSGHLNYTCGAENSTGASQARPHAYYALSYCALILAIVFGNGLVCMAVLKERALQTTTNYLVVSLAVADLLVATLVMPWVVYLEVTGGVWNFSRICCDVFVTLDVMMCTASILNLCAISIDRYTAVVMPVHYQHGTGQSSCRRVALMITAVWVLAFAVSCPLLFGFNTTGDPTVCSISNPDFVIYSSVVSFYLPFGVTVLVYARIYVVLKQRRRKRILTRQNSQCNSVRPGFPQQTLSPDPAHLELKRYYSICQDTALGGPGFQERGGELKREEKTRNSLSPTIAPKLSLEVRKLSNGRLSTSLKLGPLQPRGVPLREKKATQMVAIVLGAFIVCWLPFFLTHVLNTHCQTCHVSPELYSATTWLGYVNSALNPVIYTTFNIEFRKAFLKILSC
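Cells plated overnight at 1500 cells/well, then exposed to library compounds with dopamine controls for 90 minutes at 37 degrees C. DiscoveRx reagent added for 30–60 minutes at room temperature; luminescence read, quantitative HTS format.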
Akt phos inh: Akt phosphorylation inhibition. Neuro2A IGF-stimulated pAkt S473 HTRF, 20 min; stronger effect = lower value. activity change, % for hits at 50 µM. hit rate 0.32% among 360,000; in the data active means activity change below about -80%; inconclusive means mostly about -51% to -80%; further: on the % scale 0 is the no-effect control and ±100 the full control effect
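Neuro2A cells in DMEM with 0.5% FBS, overnight at 37 deg C, given compound at single 50 µM final, then IGF (6 nM final) for 20 min at 37 deg C. Lysed; phospho-Akt Ser473 by HTRF after 24 h, 665/615 ratio.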
aSyn rescue: inhibitors of alpha-synuclein toxicity in yeast; Yeast expressing alpha-synuclein, growth rescue, BacTiter-Glo, 24 h; Potency, µM (top dose mostly 46.1 µM), inactives show at the top dose growth rescue (activation), usual class: activators; hit rate 0.14% among 370,000; further: potency means the concentration at half of the fitted maximal effect; % of control where 0% means no effect; nearly all actives have a fitted effect of over 65% in size
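Screening used galactose-induced yeast with toxic alpha-synuclein levels, exposed to compound for 24 hr at 30 deg C. Cell growth, read with BacTiter-Glo luminescence, gave the measured signal.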
Abeta rescue: restores growth of yeast expressing A-beta42 peptide; yeast expressing A-beta42, growth rescue, OD600, 48 h; response scale: 0% DMSO, 100% iron-clioquinol control; Potency, µM (highest dose often 46.1 µM), for the others: at the top dose growth rescue, actives largely listed as activators; hit rate 0.063% among 410,000; further: potency means the concentration at half of the fitted maximal effect; nearly all actives have a fitted effect of over 55% in size
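Yeast A-beta toxicity model in growth medium with pinned compounds, 48 h at 30 C; growth read as absorbance at 600 nm. Normalized to FeCl3/clioquinol equimolar mix (positive) and DMSO (negative).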
PTHR1 agonist: agonists of human PTHR1 parathyroid hormone receptor; Q03431; HEK293 GP2 PTHR1 cells, GloSensor cAMP luminescence, 1 h; Potency, µM (series often up to 115 µM), inactives show at the top dose activation, usual class: activators; hit rate 0.075% among 410,000; further: potency means the concentration at half of the fitted maximal effect; nearly all actives have a fitted effect of over 55% in size; some results filed as inactive show a strong effect at the top dose; inactives centre near -15; many of its hits are not listed in these tables
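HEK-293-derived GP2 cells expressing PTHR1 and a GloSensor cAMP reporter, 3,000/well, plated overnight, given luciferin plus IBMX (each 0.5 mM as added) for 1 h at 37 °C, then compound for 1 h at 37 °C. Luminescence was read after 15 min at room temperature.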
GLP1R inv ag: acts as inverse agonist at human GLP-1 receptor; P43220; HEK293 GLP-1R CRE-luciferase, luminescence, 24 h; GLP-1R form is constitutively active; Potency, µM (series often up to 38.3 µM), inactives show top-dose activity change, negative = inhibition, hits mostly inhibitors; hit rate 1.6% among 410,000; AID 624417; further: potency means the concentration at half of the fitted maximal effect; on the % scale 0 is the no-effect control and ±100 the full control effect; nearly all actives have a fitted effect of over 55% in size
Target sequence (P43220 whole entry, looked up): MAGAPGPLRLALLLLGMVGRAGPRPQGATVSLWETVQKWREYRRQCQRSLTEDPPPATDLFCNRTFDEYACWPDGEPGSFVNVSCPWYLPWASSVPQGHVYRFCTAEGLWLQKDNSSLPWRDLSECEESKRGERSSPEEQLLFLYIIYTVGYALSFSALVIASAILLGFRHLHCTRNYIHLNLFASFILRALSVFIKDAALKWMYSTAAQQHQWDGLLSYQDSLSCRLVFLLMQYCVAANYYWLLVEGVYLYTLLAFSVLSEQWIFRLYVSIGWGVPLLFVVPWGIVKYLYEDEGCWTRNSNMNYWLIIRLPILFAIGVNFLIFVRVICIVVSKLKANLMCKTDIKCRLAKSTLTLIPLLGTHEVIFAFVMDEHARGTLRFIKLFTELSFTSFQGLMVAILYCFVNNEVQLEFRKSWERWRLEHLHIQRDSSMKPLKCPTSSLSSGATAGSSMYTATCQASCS
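Seeding at 200 cells/uL, 12 h culture, 24 hr compound treatment, then luciferase reagent and a luminescence read; cells are HEK293 stably expressing a constitutively active GLP-1R plus cAMP-responsive luciferase.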
GLP1R ag: agonists of human GLP-1 receptor | HEK293 GLP-1R CRE-luciferase, luminescence, 4-6 h; cells express a hypersensitive GLP-1R form | hit rate 0.007% among 380,000 | Potency, µM (highest dose often 45.6 µM), inactives show top-dose activation, most hits filed as activators; further: potency means the concentration at half of the fitted maximal effect; % of control where 0% means no effect
TDP-43 yeast inh: rescues yeast growth from TDP-43 toxicity; TDP-43 expressing yeast growth rescue, BacTiter-Glo, 24 h; AID 652104; Potency, µM (series often up to 46.1 µM), for inactives: at the top dose growth rescue (activation), usual class: activators; hit rate 1.8% among 410,000; further: potency means the concentration at half of the fitted maximal effect; % of control where 0% means no effect; nearly all actives have a fitted effect of over 50% in size
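Growth rescue of TDP-43-toxic yeast measured as ATP luminescence (BacTiter-Glo). Cells grown to mid-log in raffinose, induced in galactose at OD600=0.02, exposed to compound 24 hr at 30 deg C.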
Starred values were filed as active, the others as inactive; i = inactive; ? = inconclusive; . = no result given; [ ] = dose if it differs, or a comment. Unless noted, the call rests on the fitted dose curve; in most records, active means well fitted curve in the direction sought with a large enough effect; inconclusive means small, poorly fitted or top-dose-only effect, or another doubt; inactive means no such curve, though single readings can be large; an effect the other way counts as inactive or inconclusive. This is a subset (hit frequency here may not be typical).

SMILES	FUS yeast rescue	DRD3 antagonist	Akt phos inh	aSyn rescue	Abeta rescue	PTHR1 agonist	GLP1R inv ag	GLP1R ag	TDP-43 yeast inh
Cc1ccc(Cl)c(NC(=O)COC(=O)c2cc[n+]([O-])cc2)c1Cl	.	15	i	0%	0%	8%	-1%	0%	-15%
COc1ccc2c(c1)c(=O)oc1cc(OC(C(=O)O)c3ccccc3)ccc12 (stereo not given)	21%	-20	i	-21%	-24%	i	52%[activator]	0%	-15%
COc1ccc(NS(=O)(=O)c2cc3c4c(c2)CC(=O)N4CCC3)cc1Cl	?	.	.	.	-11%	i	2%	.	5%
O=C(Nc1ccc(-n2cccn2)cc1)C1CCCCN1Cc1cccc2c1OCO2 (stereo not given)	3%	-23	i	-6%	.	i	?	3%	-6%
Cc1ccccc1CN1C[C@@H]2C[C@@H](c3ccc4nsnc4c3)N3CCC[C@@]23C1=O	13%	16	i	-2%	13%	i	?	-1%	-4%
O=C(COc1ccc(Cl)cc1)N(Cc1ccco1)C1CCS(=O)(=O)C1 (stereo not given)	3%	0	i	1%	0%	-9%	-22%	8%	1%
CCC1CN(S(=O)(=O)c2cc(-c3onc(C)c3C)ccc2C)c2cc(Cl)ccc2O1 (stereo not given)	36%	.	.	.	0%	0%	?	.	6%
O=C(NC1(C(F)(F)F)N=C(c2ccccc2)NC1=O)c1ccccc1F (stereo not given)	-2%	1	i	-9%	8%	i	2%	-6%	-5%
CCOc1cc(C(=O)N2CC(=O)Nc3ccc(F)cc3C2c2ccccc2)cc(OCC)c1OCC (stereo not given)	-18%	.	.	.	-11%	-61%[inhibitor]	16%	.	16%
O=c1cc(COc2cccc(C(F)(F)F)c2)nc2sc3c(n12)CCCC3	-17%	.	.	.	2%	-35%[inhibitor]	1%	2%	0%
O=C(COc1ccc(Cl)cc1)Nc1ncccn1	20%	4	i	-15%	2%	-5%[57.5 µM]	0%	-9%	-11%
N#CC1=C(O)CCCn2c1nc1ccccc1c2=O	3%	15	i	-17%	4%	-11%[57.5 µM]	-1%	5%	2%
CCOC(=O)C(CCSC)NC(=O)CN (stereo not given)	-5%	-18	i	-4%	6%	i	1%	-11%	-8%
C[C@]12c3[nH]c4ccccc4c3CCN1C(=O)C(CC(=O)NCc1ccco1)C[C@@H]2C(=O)N1CCOCC1 (stereo not given in full)	13%	-18	i	0%	4%	i	-1%	1%	17%
O=C(C[C@H]1C/C=C\CCC(=O)O[C@@H](c2ccccc2)CNC1=O)NCCO	3%	-19	i	-4%	6%	-17%	9%	-4%	26%
COc1ccc2[nH]cc(CCNC(=S)NCCc3ccccc3)c2c1	-3%	-1	i	8%	18%	-3%	8.9µM*	12%	9%
CC(C(=O)O)C1SC(=O)NC1=O (stereo not given)	2%	12	i	11%	8%	i	-1%	-6%	3%
Cc1cccn2c(Nc3ccccc3)c(-c3ccc(N4CCOCC4)cc3)nc12	3%	.	.	.	-1%	-19%	-1%	.	-14%
CCCC(=O)N1CC(=O)Nc2ccc(C)cc2C1c1ccc(F)cc1 (stereo not given)	1%	-8	i	2%	11%	i	-14%	-1%	16%
O=C(NNc1nc(-c2ccc(Br)cc2)cs1)c1ccco1	-7%	3	i	1%	-4%	-19%	?	-1%	20%
Cc1cc(Nc2cccc(C(=O)O)c2)n2ncnc2n1	-2%	13	i	5%	8%	i	11%	-2%	7%
Oc1ccc(-c2csc(Nc3ccccn3)n2)cc1O	15%	-6	i	1%	-1%	-95%[inhibitor]	-10%	1%	12%
CCc1cc(=O)oc2cc(OCC(=O)N3CCC(C(=O)O)CC3)ccc12	-10%	-7	i	0%	-14%	-37%	10%	-4%	1%
CC(=O)Nc1c(-c2ccc(C)cc2)nc2ccc(Cl)cn12	-10%	-4	i	-2%	-1%	i	28%	32%	24%

Two consecutive compounds from above, quoted:
SMILES	FUS yeast rescue	DRD3 antagonist	Akt phos inh	aSyn rescue	Abeta rescue	PTHR1 agonist	GLP1R inv ag	GLP1R ag	TDP-43 yeast inh
CCOC(=O)C(CCSC)NC(=O)CN (stereo not given)	-5%	-18	i	-4%	6%	i	1%	-11%	-8%
C[C@]12c3[nH]c4ccccc4c3CCN1C(=O)C(CC(=O)NCc1ccco1)C[C@@H]2C(=O)N1CCOCC1 (stereo not given in full)	13%	-18	i	0%	4%	i	-1%	1%	17%

(list continues)
SMILES	FUS yeast rescue	DRD3 antagonist	Akt phos inh	aSyn rescue	Abeta rescue	PTHR1 agonist	GLP1R inv ag	GLP1R ag	TDP-43 yeast inh
O=C(NCCOc1ccccc1)c1cccc2c1C(=O)c1ccc(Cl)cc1S2(=O)=O	11%	4	i	-1%	-4%	-43%[inhibitor]	19%	-5%	-4%
CC1CCN(S(=O)(=O)c2ccc(F)c(C(=O)O)c2)CC1	3%	?	i	-1%	-7%	-8%[57.5 µM]	-12%	-5%	2%
Cc1ccc(OCCCn2c(=O)oc3ccccc32)cc1	-11%	-15	i	1%	1%	-18%	?	12%	20%
O=C(Nc1ccc(S(=O)(=O)N2CCCC2)cc1)C1CC(=O)N(c2ccc(F)cc2)C1 (stereo not given)	26%	3	i	3%	4%	-8%	0%	6%	3%
CCS(=O)(=O)c1ccc(O)c(NC(=O)/C=C/c2ccccc2)c1	11%	7	i	0%	-13%	i	1%	7%	-1%
COc1ccc(C2c3cc4c(cc3OC(N3CCOCC3)C2C)OCO4)c(OC)c1 (stereo not given)	.	2	i	6%	14%	i	?	13%	22%
Oc1cc(Nc2ccccc2)cc2cccnc12	-9%	.	.	.	?	3%	.	-5%	.
Cc1cc(C(=O)COC(=O)Cc2c(F)cccc2Cl)c(C)n1C	-8%	19	i	-5%	-1%	-42%[inhibitor]	4%	-4%	12%
CCOC(=O)C1=CN(Cc2ccco2)S(=O)(=O)N(C)C1c1ccc(C(F)(F)F)cc1 (stereo not given)	20%	1	i	5%	10%	-6%	?	10%	0%
COc1cc2ncc(S(=O)(=O)c3ccccc3)c(N3CCC4(CC3)OCCO4)c2cc1OC	24%	21	i	0%	7%	i	20%	30%	?
Cc1cc2c(cc1S(=O)(=O)N(C)Cc1ccccc1)OCC(=O)N2	-18%	12	i	2%	-6%	-25%	-2%	-5%	1%
CCOC(=O)N1CCN(S(=O)(=O)c2ccc(C(=O)N(CCN(C)C)c3nc4c(C)cccc4s3)cc2)CC1	10%	-22	i	-3%	14%	i	?	-1%	-3%
CN(c1ccccc1C(=O)Nc1cccnc1)S(C)(=O)=O	-10%	-2	i	2%	1%	-17%[57.5 µM]	5%	7%	-11%
COc1ccc(NC(=O)COc2ccc3c(c2)CCC3)cc1S(N)(=O)=O	-11%	18	i	-7%	5%	-4%	-19%	7%	13%
COC(=O)c1ccc(CNCC(=O)Nc2ccc(C(=O)OC)cc2)cc1	-6%	13	i	-1%	-8%	-12%	-10%	2%	4%
CC(C)CN(C(=O)CN1CCN(c2ccccc2F)CC1)c1c(N)n(CC(C)C)c(=O)[nH]c1=O	-9%	10	i	4%	12%	i	21%	-6%	9%
CC(=O)c1ccc(NC(=O)CSc2nc(Nc3ccccc3)nc(N3CCOCC3)n2)cc1	?	-17	i	0%	-5%	i	?	3%	13%
O=C(CSc1nnc2ccccn12)NCCc1ccc(Cl)cc1	-10%	3	i	5%	-3%	i	14%	9%	9%
CC1=CC(c2ccccc2)NC(=S)N1 (stereo not given)	.	-6	i	-1%	13%	i	18%	-12%	5%
Cn1c(SCC(=O)Nc2cccc(F)c2)nnc1-c1cc2ccccc2o1	-15%	31	i	-13%	8%	-4%[57.5 µM]	-1%	-10%	-1%
C/C(=N\NC(=O)c1nn(C)c(C)c1Br)c1cccc(NC(=O)c2ccoc2C)c1	.	33	i	4%	4%	-8%	28%	10%	7%
O=P(NC1CCCCC1)(c1ccccc1)c1ccccc1	5%	2	i	7%	17%	-20%	-12%	8%	-15%
Cc1nn(Cc2ccccc2)c(C)c1NC(=O)c1cccs1	.	11	i	-2%	-3%	-4%	0%	-1%	-23%
CCC(CO)N=CC1=C(O)CC(c2ccccc2)CC1=O (stereo not given)	6%	2	i	0%	20%	-1%	2%	-1%	-9%
Cc1cc(S(=O)(=O)NCC(c2ccco2)S(=O)(=O)c2ccccc2)ccc1F (stereo not given)	19%	.	.	.	7%	-21%	-19%	.	?
Cc1ccccc1-c1nc2ccccc2o1	-34%	9	i	-7%	-6%	-34%[inhibitor][57.5 µM]	9%	0%	3%
CC(=NC1CC1)c1c(-c2ccccc2)[nH]n(-c2nc3ccccc3s2)c1=O	?	8	i	-16%	-8%	-8%[57.5 µM]	75%[activator]	9%	-5%
CC(=O)n1cc(/C=N/NC(=O)c2cccc(O)c2)c2ccccc21	14%	11	i	-1%	-1%	-21%	2%	5%	10%
Cc1ccc([C@@H]2CC=C(C(=O)O)CN2S(=O)(=O)c2ccccc2C)cc1	18%	-17	i	0%	5%	i	2%	0%	8%
Cc1cc(C)c2c(N)c(C(=O)NC3CCCC3)sc2n1	-7%	8	i	15%	12%	-4%	16%[7.66 µM]	27%	-6%[9.22 µM]
CCc1cc(=O)oc2cc(C)cc(OCC(=O)NCC3CCC(C(=O)O)CC3)c12 (stereo not given)	-5%	-8	i	6%	-17%	15%	10%	5%	21%
O=C(CN(Cc1ccco1)S(=O)(=O)c1ccccc1)N/N=C/c1cccc(O)c1	-10%	10	i	0%	24%	-5%	?	4%	2%
Cc1cc(C)cc(OC(C)C(=O)Nc2ccc(S(=O)(=O)Nc3cc(C)nc(C)n3)cc2)c1 (stereo not given)	.	-15	i	-1%	-9%	-46%	-1%	-7%	9%
O=C(NC(=O)c1ccccc1)Nc1ccc(-n2nc(C(F)(F)F)cc2C(F)(F)F)cc1	-17%	.	.	.	2%	-19%	-5%	.	9%

Screening data (PubChem BioAssay)
